C1s block: blocks human complement C1s protease activity; P09871; purified C1s, fluorogenic AMC substrate, pooled mixtures; mean inhibition % of two 10-compound mixtures (active compounds read high), % at 5 µM (by protocol); 0.16% of 62,000 active;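 active = inhibition above 20% in each of the two 10-compound mixture wells holding the compound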;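 also: 0% = enzyme wells lacking compound mixture and 100% = no-enzyme blank wells; some compounds called inactive have numbers as strong as hits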
CatB mixtures: inhibitors of human cathepsin B in compound mixtures. P07858. 0.06% of 62,000 active. Purified cathepsin B, AMC dipeptide fluorescence. inhibition, %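 (ten-compound pools at 5 µM per compound and 50 µM total)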. AID 488; in the data active = inhibition above about 22%, passing the limit was not always enough;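 also: 0% = enzyme without compound and 100% = no enzyme blank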
PKA inh: PKA (human) kinase inhibition. PKA Kemptide phosphorylation, Kinase-Glo ATP luminescence. inhibition, % at 6 µM. 0.1% of 65,000 active;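 active = inhibition above the screen-wide mean inhibition plus 3 SD, cut at about 21% in these data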; also: many of its hits are not listed in these tables
ROCK2 inh: ROCK2 (human) kinase inhibition; purified ROCK2, Kinase-Glo ATP depletion luminescence; 0.35% of 60,000 active; AID 604; inhibition, % at 6 µM; O75116;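 active = inhibition above the screen-wide mean inhibition plus 3 SD, cut at about 18% in these data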;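 also: plate controls were DMSO wells for no effect and Y-27632 control wells after no-enzyme background subtraction for full effect; many of its hits are not listed in these tables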
CatL inh: blocks human cathepsin L protease activity. P07711. purified cathepsin L, fluorogenic substrate, fluorescence. inhibition, %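 (tested at 10 µM)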. 0.17% of 58,000 active. AID 460; in the data active = inhibition above about 45%;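 also: 0% = enzyme with no compound and 100% = no enzyme blank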
Target sequence (P07711 114-288 limits assumed): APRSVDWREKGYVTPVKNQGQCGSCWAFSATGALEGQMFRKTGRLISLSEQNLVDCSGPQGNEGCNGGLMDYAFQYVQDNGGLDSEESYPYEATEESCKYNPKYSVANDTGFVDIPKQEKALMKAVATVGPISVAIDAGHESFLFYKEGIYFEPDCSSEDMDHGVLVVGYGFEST
Target sequence (P07711 292-333 limits assumed): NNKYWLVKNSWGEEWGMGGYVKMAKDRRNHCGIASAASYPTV
CatG inh: blocks human cathepsin G enzyme activity. P08311. purified enzyme, AMC-tetrapeptide fluorescence, pooled mixtures. inhibition, % at 5 µM (by protocol). 0.2% of 62,000 active. AID 581;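 active = inhibition above 20% in each of the two mixture wells holding the compound; inactive = inhibition of 20% or less in either well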;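 also: 0% = enzyme control without mixture and 100% = blank lacking enzyme; strong numbers were not always called active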
Target sequence (P08311 21-244 limits assumed): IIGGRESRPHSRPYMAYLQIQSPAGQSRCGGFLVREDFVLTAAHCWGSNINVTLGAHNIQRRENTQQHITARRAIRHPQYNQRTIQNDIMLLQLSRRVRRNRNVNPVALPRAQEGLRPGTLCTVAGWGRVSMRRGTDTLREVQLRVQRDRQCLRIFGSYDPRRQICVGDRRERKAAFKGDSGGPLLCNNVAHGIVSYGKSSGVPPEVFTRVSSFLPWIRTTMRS
CatB inh: inhibitors of human cathepsin B | P07858 | purified cathepsin B, fluorogenic substrate, fluorescence | inhibition, %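 (tested at 10 µM)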 | 0.1% of 63,000 active; in the data active = inhibition above about 21%;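 also: 0% = enzyme with no compound and 100% = no enzyme blank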
Her2 expr inh: inhibitors of human Her2 kinase expression | HER2 level % of control, % at 10 µM | SKBR-3 HER2 protein level, AlphaScreen, 18-24 h; active compounds read low | 0.69% of 65,000 active;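 active = HER2 level under 5% of the carrier-only control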;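 also: 100% = DMSO carrier and 0% = 500 nM PU-H71 HSP90 inhibitor; lower value means stronger loss of Her2 protein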
CatS block: inhibitors of human cathepsin S | P25774 | recombinant cathepsin S, AMC dipeptide fluorescence, pooled mixtures | inhibition, %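 (tested at 5 µM per compound within 10-compound mixtures)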 | 0.06% of 62,000 active; in the data active = inhibition above about 32%, passing the limit was not always enough;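 also: 0% = enzyme without compound and 100% = blank without enzyme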
Target sequence (P25774 115-331 limits assumed): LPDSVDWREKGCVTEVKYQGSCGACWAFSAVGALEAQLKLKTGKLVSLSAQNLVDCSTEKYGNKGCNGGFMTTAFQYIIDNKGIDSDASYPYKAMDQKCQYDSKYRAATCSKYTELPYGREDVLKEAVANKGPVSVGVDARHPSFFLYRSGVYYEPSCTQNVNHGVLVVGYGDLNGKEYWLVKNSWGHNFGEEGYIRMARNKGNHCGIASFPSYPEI
Numbers without * were called inactive; x = not tested or not shown. Not all compounds are listed (hit frequency here may not be typical).

C1s block	CatB mixtures	PKA inh	ROCK2 inh	CatL inh	CatG inh	CatB inh	Her2 expr inh	CatS block	mol
2.4	4.5	5.6	4.0	19.1	1.3	-3.0	116.7	-2.9	CCCOc1ccccc1NC(=O)c1c(-c2ccccc2)noc1C
-22.8	4.2	2.0	x	20.7	-4.4	-4.3	123.5	1.2	COCCNC(=O)c1cc2cc(Br)cc(OC)c2oc1=O
13.6	-1.2	6.2	4.7	7.3	8.7	5.4	91.3	2.6	CCCCCC1CC(=O)N(Cc2ccccc2)C(=O)N1 (stereo not given)
-6.1	-5.6	6.4	7.3	5.7	-7.6	-1.1	82.5	0.0	CCCCNC(=O)C1CC(=O)N(CCC(C)C)C1 (stereo not given)
2.2	-0.1	6.3	1.4	-5.3	-1.8	1.4	60.0	-3.3	CCCc1ncc(C(O)c2cccc3ccccc23)n1C (stereo not given)
-66.4	-0.3	5.2	4.0	17.9	0.1	1.7	92.1	2.5	O=C1CC(C(=O)N2CCN(c3ccc(F)cc3)CC2)CN1CCc1ccccc1 (stereo not given)
0.3	0.0	13.7	5.3	-2.4	-1.1	-3.2	93.2	-5.5	COc1ccc(OC)c(CCNC(=O)CS(=O)(=O)Cc2nc(-c3ccc(C)cc3)oc2C)c1
3.6	-0.7	0.8	0.1	x	2.4	1.1	102.2	6.0	CCCc1[nH]nc2c1C1(CCOC1C)C(C#N)=C(N)O2 (stereo not given)
13.3	2.3	4.1	0.2	-9.3	6.5	3.0	81.9	-9.5	COc1ccc(CC(=O)Nc2ccc(S(=O)(=O)NCC3CCCO3)cc2)cc1 (stereo not given)
1.4	5.1	-3.8	3.6	x	-2.1	-2.2	96.3	-1.1	COc1cccc(-c2nc(CS(=O)CC(=O)NCc3ccc4c(c3)OCO4)c(C)o2)c1 (stereo not given)
-3.4	-1.7	7.5	5.3	-1.9	1.7	-2.4	84.9	-3.3	Cc1[nH]c(=O)[nH]c(=O)c1S(=O)(=O)Nc1ccc(Oc2ccccc2)cc1
-26.2	4.9	0.0	4.3	-3.2	0.6	-1.8	105.5	-1.2	CCOc1cc(N2CCOCC2)c(OCC)cc1NC(=O)CCC1CCCC1
10.9	1.4	8.1	2.1	x	5.8	3.9	92.8	11.9	COc1ccc2[nH]cc(CCNC(=O)C3CCCNC3=O)c2c1 (stereo not given)
2.4	3.7	1.6	-2.2	-7.6	-3.5	-6.2	88.9	-1.9	CC(C)NC(=O)c1ccc(CS(=O)(=O)c2ccc(Br)cc2)o1
9.6	2.9	6.0	5.7	2.2	7.9	2.0	77.1	-0.8	Cn1c(C(=O)N2CCN(c3ccc(F)cc3)CC2)cc2c(=O)n(C)c3ccccc3c21
-20.2	-4.0	1.0	2.2	x	-3.5	-2.3	91.0	0.8	CCOC(=O)C1C(=O)Oc2ccc3ccccc3c2C1C1CCOC1=O (stereo not given)
-8.5	0.7	9.3	7.5	0.6	3.5	-0.6	95.5	-5.3	Cc1ccc(NC(=O)c2ccc(NS(=O)(=O)c3c(C)noc3C)cc2)cc1C
-5.6	0.5	5.1	4.7	0.2	0.6	-1.2	93.3	-5.2	COc1cc(OC)c(C2C(C(=O)Nc3ccc(C)cc3C)=C(C)Nc3ncnn32)cc1OC (stereo not given)
-42.0	-1.2	3.1	5.5	9.9	-5.1	3.5	69.2	16.0	COc1cccc(-c2nn(-c3ccccc3)cc2C(=O)O)c1
-1.6	3.0	-4.3	-4.8	x	-9.9	3.9	105.8	-5.0	O=C1CCCCCN1Sc1ccccc1
-14.8	-1.4	-2.7	-3.9	4.1	2.6	2.8	95.1	0.2	CSCCC(Nc1nc2ccccc2s1)C(=O)O (stereo not given)
5.0	2.6	12.7	6.5	7.1	8.2	10.4	91.4	0.0	CCS(=O)(=O)NCCc1csc(C)n1
6.6	0.5	11.4	4.9	5.2	6.4	2.4	78.9	-6.3	c1ccc2c(c1)CCCn1nnnc1-2
-17.8	0.3	10.5	4.6	3.4	-7.8	11.3	90.1	15.3	CC(C)NC(=O)c1ccccc1NC(=O)CCS(=O)(=O)Cc1ccccc1
2.7	14.0	-6.7	2.2	x	-0.5	2.6	84.3	-3.1	CN(CC1CCCO1)S(=O)(=O)c1ccc(C(=O)Nc2nc3cc4c(cc3s2)OCO4)cc1 (stereo not given)
-53.2	-3.0	11.9	7.2	8.2	2.5	2.2	118.3	-7.0	O=C1CN(C(=O)COC(=O)C2=COCCO2)c2ccccc2N1
-19.1	-10.6	4.0	7.7	-3.1	6.9	1.8	107.8	13.3	O=c1oc2ccccc2n1CCc1ccccc1
-19.0	0.0	8.6	5.3	0.7	-11.4	-1.1	91.9	-5.8	c1cnn(-c2nc(N3CCOCC3)nc(N3CCOCC3)n2)c1
10.0	1.4	9.4	6.3	5.3	8.7	6.2	76.9	0.3	Cc1cc(NC(=O)CSc2nnc(COc3ccccc3)o2)no1
4.8	8.6	3.3	x	-3.3	12.8	0.6	76.0	6.5	COc1ccccc1NC(=O)c1ccc(N)cc1
11.6	5.6	8.6	2.9	10.2	11.6	3.7	84.3	2.9	Cn1c(C2CCCN2C(=O)OC(C)(C)C)n[nH]c1=S (stereo not given)
-12.0	0.3	4.5	1.8	12.3	-7.5	-1.0	81.6	2.6	CC1=C(C(=O)Nc2ccc(C)cc2)C(c2ccc(C)o2)C2=C(CC(C)(C)CC2=O)N1 (stereo not given)
-1.8	3.1	1.4	2.2	-18.8	8.1	2.6	67.8	-3.4	CCOC(=O)c1ccc2[nH]c(C)c(CCC(C)=O)c(=O)c2c1
15.0	5.3	7.5	2.5	8.4	12.7	5.6	84.5	8.9	CCCCCCS(=O)Cc1ccccc1 (stereo not given)
3.1	0.3	10.2	1.8	-1.5	4.5	2.7	107.6	-0.8	CCOc1ccccc1NC(=O)CSc1nccn1-c1ccccc1
2.3	2.7	7.8	4.5	5.8	9.6	2.4	111.8	-5.6	CN1CCN(C(=O)c2ccc3c(c2)N(Cc2cccc(Cl)c2)C(=O)c2ccccc2S3=O)CC1 (stereo not given)
-6.9	-3.3	-5.3	-3.1	4.4	0.6	-4.6	x	-11.6	CCOc1ccc(C(=O)N2CCN(c3ccccc3)CC2)cc1OCC
-30.2	-3.8	8.4	-4.9	1.3	2.1	x	76.5	9.1	Cc1c(Br)cc(-c2nnco2)cc1Br
-0.3	7.1	3.0	3.6	-1.6	13.2	5.3	106.9	11.3	O=C(c1nc2ccccc2s1)N1CCSCC1
-22.8	-2.1	5.1	1.7	8.1	1.9	5.2	64.3	22.7	O=C(Cn1c(=O)n(CCCC(=O)NC2CCCC2)c(=O)c2ccccc21)NCCC1=CCCCC1
5.0	1.5	-4.9	x	-3.5	3.4	-3.1	72.8	0.4	COC(=O)C1C(=O)C2=C(CC1C)NC(C)=C(C(=O)OCCOc1ccccc1)C2c1ccc(C)o1 (stereo not given)
-8.2	-1.1	12.0	8.2	19.5	-0.6	1.5	54.5	3.8	Cc1cc(Nc2ccccc2C(=O)O)nc2nc3ccccc3c(=O)n12
14.1	-1.0	2.9	1.6	x	8.9	x	119.1	-1.0	COc1ccc(C2C(C(C)=O)=C(C)N=c3s/c(=C\c4ccco4)c(=O)n32)c(OC)c1 (stereo not given)
-16.8	-4.1	8.1	x	8.2	-2.9	-0.3	0.2*	0.0	CCOC(=O)N1CCC(n2c(=S)[nH]c3cc(OCC)c(OCC)cc3c2=O)CC1
0.3	-7.5	4.5	8.6	-1.8	8.8	1.5	92.8	-8.0	COc1ccc2cc(CN(CCO)C(=O)c3ccc(Br)cc3)c(=O)[nH]c2c1
-26.9	-6.5	-2.1	-1.2	6.3	-6.6	-2.0	83.4	-1.6	Cc1ccc(-c2noc(C3CCN(S(=O)(=O)c4ccc5c(c4)OCCO5)CC3)n2)o1
-49.5	-6.5	2.1	3.5	12.3	0.0	6.4	131.4	10.4	O=C(NCc1ccco1)c1scc2c1OCCO2
-204.6	-12.8	9.1	3.6	13.4	-28.1	3.6	108.9	-33.9	CCCCOC(=O)CN1C(=O)c2ccc(C(=O)OCCCC)cc2C1=O
5.4	0.4	5.5	x	-7.0	8.3	-0.3	70.8	-4.9	Cn1c(=O)[nH]c(=O)c2c1nc(Sc1ncccn1)n2CCCc1ccccc1
20.9	-4.0	-1.4	4.9	10.7	29.2	0.9	91.1	7.8	CCc1ccccc1NC(=O)CSC1=C(C#N)C(c2ccc3c(c2)OCO3)C2=C(CCCC2=O)N1 (stereo not given)
10.3	2.7	12.4	x	x	9.6	5.9	109.0	-11.1	Cc1nc2c(C(=O)N3CCCCC3)cnn2c(C)c1Cc1ccccc1F
-2.7	2.9	-1.0	x	7.2	-0.2	-3.9	81.5	7.1	COc1ccc(CN2CC(C(=O)NCCCN3CCN(Cc4ccccc4)CC3)CC2=O)cc1 (stereo not given)
17.5	7.6	0.8	-2.9	-0.9	13.8	1.9	79.3	4.5	CCOC(=O)Cc1csc(NC(=O)c2cnc3scc(C)n3c2=O)n1
-5.5	5.1	0.6	3.0	x	-1.4	-5.9	69.5	-3.8	CCN(CC)S(=O)(=O)c1ccc(-c2nnc3sc4cccc(C)c4n23)cc1
12.7	4.9	-4.1	5.8	0.2	10.3	-1.1	85.0	-12.5	COc1ccc(C2CC(c3cccc(C)c3)n3nc(N)nc3N2)cc1 (stereo not given)
0.3	1.3	-8.8	-9.3	-4.1	2.0	2.0	38.6	17.7	CCSc1nc(-c2ccco2)ccc1C#N
-34.1	3.0	0.2	-4.2	-6.1	-3.5	-3.1	106.2	-4.0	Cc1noc(C)c1C(=O)OC(C(=O)NC1CCCC1)c1ccc(F)cc1 (stereo not given)
5.3	1.5	6.7	4.2	-8.3	2.8	-3.4	100.6	-2.0	O=C(N1CCCCC1)N1CCN(C(=O)N(c2ccccc2)c2ccccc2)CC1
-18.6	2.9	6.7	4.0	6.4	6.1	3.8	113.3	1.9	CCN(CC)c1ccc(NC(=O)CN2CCN(CC(=O)Nc3ccc(F)cc3)CC2)cc1
-98.2	-12.2	13.1	7.0	x	-8.4	-19.5	80.1	4.2	COc1ccc2cc3cc(C(=O)NCCN4CCN(c5ccccc5F)CC4)oc3nc2c1

Quoted at random: 6 records from the list
C1s block	CatB mixtures	PKA inh	ROCK2 inh	CatL inh	CatG inh	CatB inh	Her2 expr inh	CatS block	mol
5.4	0.4	5.5	x	-7.0	8.3	-0.3	70.8	-4.9	Cn1c(=O)[nH]c(=O)c2c1nc(Sc1ncccn1)n2CCCc1ccccc1
-204.6	-12.8	9.1	3.6	13.4	-28.1	3.6	108.9	-33.9	CCCCOC(=O)CN1C(=O)c2ccc(C(=O)OCCCC)cc2C1=O
-49.5	-6.5	2.1	3.5	12.3	0.0	6.4	131.4	10.4	O=C(NCc1ccco1)c1scc2c1OCCO2
-5.5	5.1	0.6	3.0	x	-1.4	-5.9	69.5	-3.8	CCN(CC)S(=O)(=O)c1ccc(-c2nnc3sc4cccc(C)c4n23)cc1
-2.7	2.9	-1.0	x	7.2	-0.2	-3.9	81.5	7.1	COc1ccc(CN2CC(C(=O)NCCCN3CCN(Cc4ccccc4)CC3)CC2=O)cc1 (stereo not given)
5.3	1.5	6.7	4.2	-8.3	2.8	-3.4	100.6	-2.0	O=C(N1CCCCC1)N1CCN(C(=O)N(c2ccccc2)c2ccccc2)CC1

Going on with the list.
C1s block	CatB mixtures	PKA inh	ROCK2 inh	CatL inh	CatG inh	CatB inh	Her2 expr inh	CatS block	mol
-34.0	-12.0	-4.3	-0.7	2.5	-21.9	3.5	x	-22.4	Nc1cc(C(=O)O)ccc1Nc1ccccc1
16.5	3.6	-3.6	-1.9	-8.6	10.8	-2.2	95.6	-3.2	Cc1cc(C(=O)OCn2nnc3ccccc3c2=O)c(C)n1-c1ccccc1
-17.7	2.4	4.2	1.4	11.9	-3.8	6.4	139.0	15.7	Cc1[nH]c2c(Cl)cccc2c(=O)c1CN1CCCC1
-2.0	4.7	6.0	2.3	5.8	8.1	0.9	87.5	2.0	CCC(=O)Nc1ccc2nc(C3CC3)n(Cc3ccccc3)c(=O)c2c1
-11.0	2.9	13.2	4.5	-1.9	3.3	2.5	60.9	10.3	COc1ccc2c(c1)Sc1ccccc1N2CCN(C)C
